Source: PubChem
CAL PDZ FP-1: untagged CAL PDZ binding inhibitors, primary screen, biochemical, fluorescence polarization, HTS; Golgi-associated PDZ and coiled-coil motif-containing protein (Homo sapiens), Q9HD26; inhibition, % at 24.9 µM; 300,000 compounds, 0.92% hits; AID 602252, 2012; purified CAL PDZ, TMR-peptide fluorescence polarization, 1 h;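 active means mean inhibition of at least 30% with at least half of replicates also reaching 30%; inconclusive means no clear call, values can overlap the other calls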;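 further: 0% = DMSO neutral control and 100% = excess unlabeled competitor peptide PRC23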
phage Ecoli inh: growth loss of phage-infected E. coli, primary screen, RecBCD inhibitor project, absorbance, with phage, HTS; AID 651602, 2012; inhibition, % at 11.9 µM; 360,000 compounds, 0.26% hits; in the data active means inhibition above about 11%
MITF act: activators of MITF-driven TRPM1 promoter reporter, primary screen, cell-based, SK-MEL-5, luciferase, single point; SK-MEL-5 TRPM1-promoter luciferase, 24 h; % of positive control, neutral wells = 0; activation, % at 12.5 µM; 300,000 compounds, 0.75% hits; AID 588334, 2011;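 active means mean activation of at least 80% with every replicate also reaching 80%; inconclusive means mean reaches 80% but some replicate falls short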;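 further: 0% = neutral control wells and 100% = parthenolide positive control wells; values of inactives mirror those of a sister screen read the other way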
Ecoli viability: E. coli V3065 growth inhibition, primary screen, counter-screen for AddAB inhibitor project, absorbance, OD600 | 330,000 compounds, 0.27% hits | 18 h | inhibition, % at 11.9 µM;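 active means inhibition above the campaign's mean inhibition across all tested compounds plus 3 SD, cut at about 9.9% in these data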;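 further: uninfected addAB+ strain grown without phage in ampicillin broth; 0% = DMSO wells and 100% = ciprofloxacin 0.95 µg/ml wells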
SR-BI HDL uptake: inhibitors of SR-BI mediated HDL lipid uptake, primary screen, ldlA[mSR-BI] cells, fluorescence, single point; 320,000 compounds, 0.96% hits; ldlA[mSR-BI] CHO cells, DiI-HDL uptake fluorescence, 3 h; AID 488896, 2010; Scavenger receptor class B member 1 (Mus musculus), Q61009; inhibition, % at 12.5 µM;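 active means mean replicate inhibition of at least 70% and a set share of replicates each scoring 70 or more; inconclusive means meets just one of the two criteria; inactive means fails both criteria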;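 further: 0% = median of neutral control wells and 100% = median of positive control wells; values of inactives mirror those of a sister screen read the other way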
Target sequence (Q61009 whole entry, looked up): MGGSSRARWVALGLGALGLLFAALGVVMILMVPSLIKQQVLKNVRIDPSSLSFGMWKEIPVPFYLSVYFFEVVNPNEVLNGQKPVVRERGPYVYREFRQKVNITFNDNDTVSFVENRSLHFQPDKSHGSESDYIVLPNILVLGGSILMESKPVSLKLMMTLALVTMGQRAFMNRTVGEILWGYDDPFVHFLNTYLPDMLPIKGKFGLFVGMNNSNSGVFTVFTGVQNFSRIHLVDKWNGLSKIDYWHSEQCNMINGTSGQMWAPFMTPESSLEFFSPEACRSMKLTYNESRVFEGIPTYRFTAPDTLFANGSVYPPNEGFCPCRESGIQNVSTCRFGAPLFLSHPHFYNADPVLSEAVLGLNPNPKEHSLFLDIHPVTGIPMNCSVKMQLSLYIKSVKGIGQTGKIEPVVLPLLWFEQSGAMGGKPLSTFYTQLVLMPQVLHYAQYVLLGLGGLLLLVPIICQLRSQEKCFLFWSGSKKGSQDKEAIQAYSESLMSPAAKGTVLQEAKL
Wnt act: Wnt/beta-catenin pathway activators, primary screen, cell-based, plate reader, single point; Wnt/beta-catenin reporter cell assay, activator; AID 743398, 2014; activation, % at 9.35 µM; 300,000 compounds, 1.2% hits; in the data active means activation above about 30%, passing the limit was not always enough; inconclusive means no clear call, values can overlap the other calls;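 further: 0% = neutral control wells and 100% = positive control wells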
AddAB inh: growth inhibition of E. coli expressing H. pylori AddAB, primary screen, AddAB inhibitor project, absorbance; AID 435030, 2010; 330,000 compounds, 0.29% hits; inhibition, % at 11.9 µM; in the data active means inhibition above about 12%;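 further: 0% = vehicle wells of infected cells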
Tat transport: E. coli Tat export inhibitors, primary screen, MC4100, TorA-mCherry reporter, fluorescence, single point. inhibition, % at 10 µM. 340,000 compounds, 0.036% hits. AID 488895, 2010;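 active means mean replicate inhibition at least 50% and at least half of replicates individually reaching 50%; inconclusive means only one of the two criteria met; inactive means neither criterion met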;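 further: exported cargo escapes ClpAP degradation while cytoplasmic cargo is degraded and loses fluorescence; 0% = median of neutral control wells and 100% = median of NaSCN control wells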
CAL PDZ FP-2: CAL PDZ peptide-binding inhibitors, primary screen, biochemical, fluorescence polarization, Cer-tagged CAL PDZ, HTS. purified CAL PDZ, TMR-peptide fluorescence polarization, 1 h. Golgi-associated PDZ and coiled-coil motif-containing protein (Homo sapiens), Q9HD26. 330,000 compounds, 0.02% hits. AID 504414, 2011. inhibition, % at 20 µM;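 active means highest replicate inhibition of at least 40%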;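 further: plate controls were DMSO neutral control wells for no effect and unlabeled competitor peptide control wells for full effect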
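material = purified tagged CAL PDZ domain construct (CerCALP) | compound dosing = 20 µM, one dose | times = 1 h at RT | measured by = fluorescence polarization from S- and P-plane intensities, G-factor corrected | read-out = inhibition from polarization loss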
SR-BI uptake up: activators of SR-BI mediated DiI-HDL uptake, primary screen, ldlA[mSR-BI] CHO cells, DiI fluorescence; AID 504775, 2011; 320,000 compounds, 0.096% hits; 3 h; 100 = double the neutral-control signal; activation, % at 12.5 µM;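 active means mean replicate activation of at least 60% and every replicate at or above 60%; inconclusive means mean or all-replicate condition met, but not both; inactive means mean below 60% and not all replicates reaching 60%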;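 further: 0% = median plate neutral-control signal and 100% = twice that signal; values of inactives mirror those of a sister screen read the other way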
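Test system: SR-BI-overexpressing, LDLR-lacking CHO cells; Also added: labelled HDL, 10 µg/mL; Measured by: bottom-read cell fluorescence after medium removal, ex 550/em 595 nm; Timing: 3 h uptake period with compound, 37 °C; Buffer or medium: F12, 0.5% BSA, 25 mM HEPES; Doses: single compound concentration, delivered by pin transfer.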
* = called active by the depositor; u = inconclusive; x = not tested or not shown.

SMILES | CAL PDZ FP-1 | phage Ecoli inh | MITF act | Ecoli viability | SR-BI HDL uptake | Wnt act | AddAB inh | Tat transport | CAL PDZ FP-2 | SR-BI uptake up
COc1ccccc1/C=N/Nc1nncc2ccccc12 | -4.5 | 4.4 | 60.7 | 2.2 | 35.2 | u | 2.7 | -5.4 | -3.6 | -35.2
C[C@H]1CN(S(=O)(=O)C(C)(C)C)[C@H](CCO)/C1=C\c1ccccc1 | -12.9 | 1.8 | -9.8 | x | -24.6 | 8.1 | x | 0.9 | -1.2 | 24.6
COC(=O)c1ccc2c(c1C(=O)OC)CN(S(=O)(=O)C(C)(C)C)[C@H]2CCO | 2.9 | 1.7 | 2.3 | x | -2.4 | -1.5 | x | -1.8 | 0.2 | 2.4
CCN1CCN(C(=O)/C=C/c2ccccc2[N+](=O)[O-])CC1 | 17.1 | 1.7 | 1.9 | -2.4 | -31.2 | -3.4 | 0.0 | -5.4 | -0.5 | 31.2
O=C(O)c1cc2nc3c(c(C(F)(F)F)n2n1)CCc1ccccc1-3 | -0.2 | 1.7 | -3.4 | -0.5 | -2.2 | x | 0.2 | -1.1 | 0.5 | 2.2
CCOC(=O)C1=C(COC(=O)CNC(=O)c2cccc(C)c2)NC(=O)NC1C (centres undefined) | 0.7 | 3.0 | 1.1 | 0.9 | 0.2 | -2.5 | 1.5 | -9.1 | -2.0 | -0.2
CCOC(=O)c1[nH]c(C)c(C(=O)N(CC)CC)c1C | -1.1 | 2.1 | 2.0 | -2.6 | -1.1 | 0.6 | 2.8 | -7.9 | 0.3 | 1.1
CCCCn1c(N)c(N(CCOC)C(=O)COC(=O)/C=C/c2ccc(Br)cc2)c(=O)[nH]c1=O | -4.1 | 0.2 | 1.2 | -0.1 | -6.3 | -2.2 | 1.5 | -1.5 | -2.1 | 6.3
C[C@@H]1CN([C@@H](C)CO)C(=O)c2cccc(NS(=O)(=O)c3ccc(F)cc3)c2O[C@H]1CN(C)C(=O)NC1CCCCC1 | -3.4 | 3.0 | -0.4 | 1.3 | -19.0 | 1.4 | 0.2 | -6.5 | -0.7 | 19.0
O=C(CCN1C(=O)/C(=C/c2ccc(Cl)cc2)SC1=S)Nc1cccnc1 | x | 0.4 | 5.3 | 2.5 | x | -0.7 | 2.5 | 0.8 | -1.3 | x
CC(=O)Nc1ccc(SCC(=O)NCCc2ccc(F)cc2)cc1 | -5.3 | -1.2 | -13.0 | -0.1 | -19.5 | 0.8 | 2.4 | -2.7 | -2.2 | 19.5
O=C(Cn1nnc(-c2ccc(CN3CCOCC3)cc2)n1)Nc1nc(-c2ccccc2)cs1 | -10.6 | 1.7 | 5.4 | -4.4 | 21.6 | -2.2 | -3.1 | -3.9 | -5.5 | -21.6
O=C1C2C3CCCC3=C3CCCC3C2C(=O)N1c1ccc(F)cc1 (centres undefined) | -3.1 | 2.1 | -4.3 | -1.1 | -8.9 | x | 1.8 | -7.2 | -0.9 | 8.9
CN1C(=O)N(CC(=O)Nc2sccc2C(N)=O)C(=O)C12CCCCC2 | -2.7 | 2.1 | -5.4 | 1.6 | -12.8 | 1.6 | 1.2 | -1.9 | 0.8 | 12.8
Cc1c(Br)ccc(NC(=O)COc2ccccc2C(N)=O)c1C | -1.2 | 0.5 | 3.6 | -0.3 | 1.3 | 1.1 | -0.2 | 1.4 | -0.7 | -1.3
CC(C)NCC(O)COCCOc1ccc(Cl)cc1 (centres undefined) | -2.6 | -0.4 | -11.6 | -0.2 | -21.6 | -3.1 | 0.4 | -2.3 | -0.2 | 21.6
O=C(CC1C(=O)NCCN1C(=O)Nc1ccccc1)Nc1ccc(F)cc1 (centres undefined) | -6.0 | 0.6 | x | -2.6 | -28.9 | 0.9 | 2.6 | 8.2 | 0.8 | 28.9
COc1ccc(Cl)cc1NC(=O)CN(C)C(=O)c1ccc(C)s1 | -5.7 | 0.4 | -20.4 | 2.1 | 11.4 | -3.1 | 1.4 | -1.1 | -0.8 | -11.4
CCOC(=O)N1CCN(C(=O)c2ccc3c(c2)N(C)C(=O)/C(=C\c2ccc(OCC)c(OC)c2)S3)CC1 | -4.7 | 1.7 | -16.4 | -2.4 | 55.7 | -2.4 | 0.3 | 12.7 | -1.0 | -55.7
O=S(=O)(NC1CC1)c1ccc(S(=O)(=O)N2CCCC3(CCCCC3)C2)cc1 | -6.0 | 1.8 | -21.2 | 0.2 | 3.3 | x | 1.8 | -12.2 | -0.5 | -3.3
CCNC(=S)N(CCN(CC)CC)Cc1cc2cc3c(cc2[nH]c1=O)OCO3 | -1.8 | -1.7 | x | -0.9 | -12.4 | 0.2 | -1.1 | 4.8 | -0.5 | 12.4
CCN(CCCNC(=O)C1CCN(S(=O)(=O)c2cnc[nH]2)CC1)c1cccc(C)c1 | -9.4 | -5.1 | 0.7 | -3.0 | -8.6 | -2.4 | 1.4 | -0.9 | -4.1 | 8.6
O=C(COC(=O)Cc1c(Cl)cccc1Cl)Nc1ccccc1-c1ccccc1 | -0.6 | 3.6 | 1.6 | -0.6 | -18.8 | -0.1 | -0.6 | 0.2 | -3.2 | 18.8
COc1ccc2c(c1)OC[C@H]1[C@H]2N2C(=O)CN(Cc3ccco3)C(=O)[C@@]2(C)[C@H]1c1ccccc1 | -2.6 | 4.6 | 3.6 | 2.0 | 22.8 | -4.6 | 1.7 | -4.7 | 0.4 | 5.9
Cc1c(NC(=O)COC(=O)c2ccc(S(=O)(=O)N3CCOCC3)cc2)c(=O)n(-c2ccccc2)n1C | 0.6 | 3.1 | 4.3 | -0.5 | -22.9 | 0.3 | -2.1 | 4.2 | 0.2 | 22.9
CCn1c(SCC(=O)N2CCN(c3ccc(Cl)cc3)CC2)nc2ccccc2c1=O | -0.8 | 0.9 | -9.2 | 0.9 | 3.8 | 10.8 | -0.2 | 1.6 | 0.4 | -3.8
COc1ccccc1-n1cnc(N)c1C(=O)c1ccccc1 | -0.7 | 0.8 | -9.0 | -1.0 | 6.6 | -16.1 | 1.2 | -1.2 | -0.8 | -6.6
COc1ccccc1Oc1ccc(S(=O)(=O)N2CCCC2)cc1 | x | x | -1.9 | 0.2 | -9.1 | 0.5 | 2.6 | 15.4 | -2.6 | 9.1
CN(C(=O)c1cccc(NC(=O)Cc2cccc(NC(=O)C3CCCN(C(=O)c4ccccc4)C3)c2)c1)C1CC1 (centres undefined) | -6.0 | -0.9 | -6.0 | x | 0.6 | -3.5 | x | -3.0 | -0.3 | -0.6
CC(C)(C)N(Cc1ccccc1)C(=O)COC(=O)[C@@H]1CCCN1C(=O)c1cccs1 | -2.9 | 0.9 | -8.2 | 1.6 | -11.1 | 0.7 | 2.5 | 4.9 | -2.7 | 11.1
CCc1ccc(NC(=O)c2n[nH]c(=O)c3ccccc23)cc1 | -0.5 | 1.4 | 107.1* | 0.9 | x | 28.7 | 3.3 | 5.3 | -1.8 | x
CN(C)S(=O)(=O)c1ccc(C(=O)NCC2CC2(Cl)Cl)cc1 (centres undefined) | x | 3.9 | 6.2 | 2.5 | x | -1.2 | 3.2 | 0.0 | -0.5 | x
Cc1ccc(-c2nn(CCC(N)=O)c(=O)c3ccccc23)cc1 | -7.1 | x | -8.0 | -4.1 | -3.2 | x | -1.8 | 0.8 | 0.0 | 3.2
CCNC(=O)CN(Cc1ccccc1)S(=O)(=O)c1ccccc1 | -8.8 | 3.6 | 1.0 | -1.5 | -7.8 | -2.5 | 1.1 | -10.5 | -1.1 | 7.8
O=C(O)c1ccc([N+](=O)[O-])c2c1C(=O)c1ccccc1C2=O | -2.0 | 2.3 | x | -0.5 | 4.7 | -1.6 | 3.3 | 4.0 | 0.5 | -4.7
COc1cccc(-c2c(C(=O)N/N=C/c3ccco3)nnn2-c2nonc2N)c1 | 5.8 | 0.6 | 24.1 | -1.9 | 40.6 | 2.3 | 2.4 | 1.5 | -2.8 | -40.6
Cc1ccc(NC(=O)CN(C)C(=O)c2cccc(S(=O)(=O)NCc3ccccc3)c2)cc1 | x | -0.5 | -8.5 | -1.4 | 22.8 | -3.9 | -0.7 | 7.6 | -0.3 | -22.8
Cc1cc(C)c(C)c(S(=O)(=O)N2CCN(C(=O)c3ccncc3)CC2)c1C | x | 5.6 | 8.7 | -1.4 | -5.3 | -3.0 | -1.6 | -0.3 | -0.7 | 5.3
COc1cccc(N(C(=O)c2ccco2)C(C(=O)NC2CCCC2)c2cccnc2)c1 (centres undefined) | -2.2 | -0.1 | -2.8 | -1.3 | -25.4 | x | -1.0 | -2.2 | -0.4 | x
COc1ccc(C2C(C(=O)c3ccccc3)N3c4ccccc4C=CC3C2[N+](=O)[O-])cc1 (centres undefined) | -4.5 | 3.8 | -6.0 | x | -1.5 | -1.8 | x | -8.6 | 0.2 | 1.5
CCN1C/C(=C/c2ccc(OC)c(O)c2)C(=O)/C(=C/c2ccc(OC)c(O)c2)C1 | x | 2.5 | -19.4 | -0.7 | -10.0 | -4.1 | -0.6 | 1.9 | -0.1 | 10.0
Cc1ccc(C)c(N2CCN(C(=O)c3cccn4c(=O)c5sccc5nc34)CC2)c1 | -4.5 | 0.5 | -14.8 | 0.1 | x | 2.5 | -3.6 | -3.5 | -3.6 | x
COc1cccc(/C=N/n2c(-c3ccco3)nc3ccccc3c2=O)c1 | -6.6 | -1.6 | 16.6 | 1.1 | 7.5 | x | 2.6 | -0.9 | x | -7.5
COc1c(Cl)cc(-c2noc(C)c2C(=O)NCc2ccc3c(c2)OCO3)cc1Cl | x | 1.8 | 6.5 | -0.6 | 6.0 | -1.3 | 2.5 | -3.7 | -0.2 | -6.0
Cc1ccc(C(=O)CCC(=O)Nc2ccccc2F)cc1 | -3.4 | -1.5 | x | x | -15.2 | 6.1 | x | -3.3 | -1.0 | 15.2
